# Compound activity from PubChem.
# 5HT1a ag – human 5-HT1a receptor agonists, primary screen, cell-based, CHO, Ga15 NFAT-bla reporter. 5-hydroxytryptamine receptor 1A (Homo sapiens), P08908. CHO 5-HT1a Ga15 NFAT-bla reporter, FRET ratio; 0% basal, 100% maximal reference agonist. activation, % at 10 µM. actives 0.56% (n = 65,000);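 active = activation above the screen-wide mean activation plus 3 SD, cut at about 19% in these data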;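 also: 0% = DMSO wells and 100% = 5-CT at EC100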
# Cathepsin G inh – human cathepsin G inhibitors, primary screen, biochemical, pooled compound mixtures, AMC fluorescence | AID 581, 2007 | inhibition, % at 5 µM (by protocol) | P08311 | purified enzyme, AMC-tetrapeptide fluorescence | actives 0.2% (n = 62,000);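 active = inhibition above 20% in each of the two mixture wells holding the compound; inactive = inhibition of 20% or less in either well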;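 also: 0% = enzyme control without mixture and 100% = blank lacking enzyme; strong numbers were not always called active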
# Hsp90 block – tumor Hsp90 inhibitors, primary screen, cell lysate, fluorescence polarization, NCI-N417 lysate | Cy3B-geldanamycin FP displacement | inhibition, % at 30 µM | actives 0.35% (n = 64,000);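 active = inhibition above 50%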;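 also: 0% = tracer plus lysate wells and 100% = tracer alone without lysate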
# CatL block – inhibitors of human cathepsin L, biochemical. Procathepsin L (Homo sapiens), P07711. purified cathepsin L, fluorogenic substrate, fluorescence. inhibition, %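 (tested at 10 µM)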. actives 0.17% (n = 58,000). AID 460, 2006; in the data active = inhibition above about 45%;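 also: 0% = enzyme with no compound and 100% = no enzyme blank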
# Target sequence (P07711 114-288 limits assumed): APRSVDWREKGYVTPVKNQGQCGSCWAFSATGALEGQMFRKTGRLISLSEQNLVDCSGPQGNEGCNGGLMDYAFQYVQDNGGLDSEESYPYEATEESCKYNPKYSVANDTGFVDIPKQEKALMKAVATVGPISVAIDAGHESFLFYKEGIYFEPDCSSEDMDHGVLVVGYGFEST
# Target sequence (P07711 292-333 limits assumed): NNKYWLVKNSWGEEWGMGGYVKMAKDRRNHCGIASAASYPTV
# MKP-1 inh – MKP-1 phosphatase inhibitors, primary screen, biochemical, in vitro | Dual specificity protein phosphatase 1 (Homo sapiens), P28562 | inhibition, %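 (compounds tested at a single concentration somewhere between 10 and 100 µM)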 | actives 0.15% (n = 65,000) | recombinant MKP-1, OMFP hydrolysis fluorescence;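 active = inhibition above about 50%, limit read from the data; inconclusive = inhibition over screen mean plus 3 SD, below that limit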;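 also: 0% = DMSO max control wells and 100% = wells with enzyme stopped by NaOH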
# FXIIa inh mix – human factor XIIa inhibitors, primary screen, biochemical, pooled compound mixtures, fluorogenic substrate. purified FXIIa. inhibition, % at 5 µM. actives 0.2% (n = 62,000);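 also: 0% = enzyme without compound and 100% = no enzyme blank; some results filed as inactive read as strong as hits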
# C1s block – complement C1s protease inhibitors, primary screen, biochemical, 10-compound mixtures. purified C1s, fluorogenic AMC substrate, pooled mixtures. mean inhibition % of two 10-compound mixtures (hits give high values), % at 5 µM (by protocol). Complement C1s subcomponent (Homo sapiens), P09871. actives 0.16% (n = 62,000);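 active = inhibition above 20% in each of the two 10-compound mixture wells holding the compound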;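 also: 0% = enzyme wells lacking compound mixture and 100% = no-enzyme blank wells; some compounds called inactive have numbers as strong as hits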
# Target sequence (P09871 16-437 limits assumed): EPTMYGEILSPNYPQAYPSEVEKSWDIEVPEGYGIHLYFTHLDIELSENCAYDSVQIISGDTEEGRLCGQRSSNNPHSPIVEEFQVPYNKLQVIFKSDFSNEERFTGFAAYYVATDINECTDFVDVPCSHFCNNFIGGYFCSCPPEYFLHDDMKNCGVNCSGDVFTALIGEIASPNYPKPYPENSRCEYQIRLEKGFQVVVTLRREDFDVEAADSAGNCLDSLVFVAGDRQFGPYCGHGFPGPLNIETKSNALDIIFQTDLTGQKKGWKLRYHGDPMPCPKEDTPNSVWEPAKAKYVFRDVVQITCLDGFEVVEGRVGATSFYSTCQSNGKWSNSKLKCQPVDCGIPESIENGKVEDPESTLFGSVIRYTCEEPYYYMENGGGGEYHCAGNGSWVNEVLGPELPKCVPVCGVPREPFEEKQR
# Target sequence (P09871 438-688 limits assumed): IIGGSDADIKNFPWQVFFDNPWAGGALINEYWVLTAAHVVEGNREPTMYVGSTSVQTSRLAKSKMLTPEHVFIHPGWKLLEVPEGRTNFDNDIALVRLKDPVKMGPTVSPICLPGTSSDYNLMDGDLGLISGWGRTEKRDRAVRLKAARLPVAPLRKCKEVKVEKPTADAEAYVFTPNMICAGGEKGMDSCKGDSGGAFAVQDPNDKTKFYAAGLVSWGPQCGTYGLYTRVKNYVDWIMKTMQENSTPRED
# FXIa inh mix – FXIa protease inhibitors in compound pools, primary screen, biochemical, 10-compound mixtures; Coagulation factor XI (Homo sapiens), P03951; purified FXIa, fluorogenic substrate, pooled mixtures; inhibition, % at 5 µM; actives 0.19% (n = 62,000); AID 680, 2007;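 also: each value is inhibition by a whole ten-compound pool holding the compound; 0% = enzyme with no mixture and 100% = wells lacking enzyme; strong numbers were not always called active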
# Cdc25B inh – inhibitors of Cdc25B phosphatase catalytic domain, primary screen, biochemical, OMFP fluorescence; recombinant Cdc25B, OMFP fluorescence Ex485/Em525; inhibition, %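 (compounds tested at 10 µM final in the well)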; actives 0.1% (n = 65,000); AID 368, 2006; in the data active = inhibition above about 50%
# Active calls of the source: *; ? = inconclusive; · = no result given. Rule as the data show it, unless noted: active = inhibition above about 20% (passing the limit was not always enough); inactive = the rest. Compounds as they come. Share with any hit: about 1.6%.
# Every second line gives: 5HT1a ag	Cathepsin G inh	Hsp90 block	CatL block	MKP-1 inh	FXIIa inh mix	C1s block	FXIa inh mix	Cdc25B inh
COc1ccc(-c2cc(C(F)F)nc(-n3nc(C)cc3C)n2)cc1
  83.0*	7.0	-3.9	-20.0	22.4	7.9	12.0	4.9	-6.5
CCOC(=O)c1cnn2c(C(F)(F)F)cc(-c3ccccc3)nc12
  2.1	7.9	-3.4	-21.2	8.6	1.4	6.5	0.4	2.3
CCC1(C)Cc2ccccc2-c2nc3n(c(=O)c21)CCCCC3 (configuration not stated)
  0.2	8.1	·	-15.4	5.9	-15.6	1.7	1.2	-12.7
CCCN1CCN(CCCNC(=O)c2cc3c(=O)n(C)c4ccccc4c3n2C)CC1
  3.2	1.6	-1.4	25.8	-12.6	6.0	21.3	1.4	-0.7
CC(C)[C@H](N)c1nnc(SCc2ccc(Cl)cc2)o1
  -0.3	6.9	-1.8	·	-3.0	-3.5	-0.3	-3.4	2.4
Cc1cccc(-c2nc(CN3CCCC(C(=O)NC4CCCCCC4)C3)c(C)o2)c1 (configuration not stated)
  1.2	18.4	2.8	0.6	?	-13.5	-26.3	1.2	-18.9
Cc1cc(SCC(=O)N2CCC(c3noc4ccc(F)cc34)CC2)nc2ccccc12
  -1.3	6.0	-1.5	6.8	10.4	10.2	-17.0	-3.4	-0.6
Cc1oc(-c2ccccc2F)nc1CN1CCC(C(=O)NC2CC2)CC1
  11.4	-0.3	-5.1	-1.6	3.0	7.0	-0.4	3.9	-4.5
CCOC(=O)c1ccc(NC(=O)CSc2nnnn2CCCO)cc1
  -1.2	10.1	-6.5	-1.7	5.1	9.8	19.3	7.1	-11.4
Cc1cc(C)n(CC(=O)c2ccccc2)c(=O)c1C#N
  -3.5	·	-5.0	15.8	-23.3	·	·	·	20.6

# Quoted from the listing:
# FXIIa inh mix with CC(C)[C@H](N)c1nnc(SCc2ccc(Cl)cc2)o1 reads -3.5
# MKP-1 inh with COc1ccc(-c2cc(C(F)F)nc(-n3nc(C)cc3C)n2)cc1 reads 22.4
# C1s block with Cc1oc(-c2ccccc2F)nc1CN1CCC(C(=O)NC2CC2)CC1 reads -0.4

# Continuation:
# Every second line gives: 5HT1a ag	Cathepsin G inh	Hsp90 block	CatL block	MKP-1 inh	FXIIa inh mix	C1s block	FXIa inh mix	Cdc25B inh
COc1ccccc1NC(=O)N(C1CCCC1)C1CCN(C(C)=O)CC1
  -0.5	4.9	-1.4	-10.9	-4.1	2.3	3.0	-3.1	-6.5
Cc1ccc(NC(=O)CS(=O)CC(=O)N(CC(=O)NC2CCCC2)c2cccc(C)c2C)cc1 (configuration not stated)
  -0.7	1.0	-2.8	-4.2	13.4	-0.2	-0.7	2.7	-20.3
O=C1C2C3C=CC(C3=C3CCCCC3)C2C(=O)N1Cc1ccccc1 (configuration not stated)
  4.8	6.2	-2.2	2.2	2.7	-23.7	-0.8	-0.7	-1.2
Cc1ccsc1C(=O)Nc1nnc(-c2ccco2)o1
  -2.0	9.0	2.2	-1.0	6.9	-13.9	-1.6	3.6	-10.2
COc1ccc2[nH]c(=O)c(CN(C(=O)NC3CCCCC3)C3CCCCC3)cc2c1
  -0.8	12.0	3.7	-3.4	25.3	13.1	8.7	6.4	12.6
CCN1C(=O)/C(=c2\o/c(=C3\C=Cc4ccccc4N3CC)c(=O)n2CC)SC1=S
  -2.4	8.7	-19.7	7.4	2.1	-21.1	2.2	-2.0	3.9
N#CCCN1CCN(C(=S)c2ccc(-c3ccc(Cl)cc3)o2)CC1
  -1.3	-0.1	-1.2	12.1	10.6	13.4	-11.6	-1.2	-12.5
Nc1nnnn1/N=C/c1ccccc1OCc1ccccc1
  2.0	8.4	1.0	3.2	-1.3	-17.2	4.5	6.2	-2.2
COc1ccccc1C(=O)Nc1ccc2c(c1)nc(CN1CCN(C(C)=O)CC1)n2C
  -1.0	7.5	-6.2	5.8	-11.4	5.1	-7.6	4.3	-17.0
Cn1c(SCC(=O)c2ccccc2)nnc1-c1cnccn1
  -0.9	2.5	-3.1	13.4	13.8	3.3	2.3	17.0	8.4
Cc1nnc2ccc(N3CCN(c4cccc(C(F)(F)F)c4)CC3)nn12
  2.6	-1.4	-2.5	14.6	2.5	7.1	4.4	11.6	-3.9
CN(C(=O)COc1ccc(C(C)(C)C)cc1)C1CCS(=O)(=O)C1 (configuration not stated)
  -1.4	6.7	-0.8	3.4	8.5	-14.8	-32.6	4.6	-1.2
Cc1cc(C)cc(N(CC(=O)NCC2CCCO2)S(=O)(=O)c2c(C)noc2C)c1 (configuration not stated)
  -1.9	9.6	-2.1	·	3.1	0.5	-7.4	12.7	-9.6
CCCCC(=NCCO)C1=C(O)C(C(=O)OC)C(C)(C)CC1=O (configuration not stated)
  1.8	9.2	0.6	8.7	2.4	2.1	17.0	3.7	1.0
COc1ccc(CCn2c(=N)c(C(=O)NCc3ccco3)cc3c(=O)n4ccccc4nc32)cc1
  5.5	15.7	2.7	29.4	-8.5	1.3	-20.3	28.9	-10.5
CC1(C)CC(=O)C2=C(C1)NC(=O)CC2c1ccccc1F (configuration not stated)
  -2.6	-4.1	-0.2	-5.1	11.1	11.5	-10.2	4.6	-5.8
Cc1ccc(CCN2CC(C(=O)NCCCN(C)Cc3ccccc3)CC2=O)cc1 (configuration not stated)
  -1.1	12.9	-3.9	24.0	-3.7	10.3	8.8	-1.2	0.2
Cc1cc(C(=O)N(C)Cc2ccc(Br)cc2)no1
  -0.7	7.9	-5.5	7.3	-6.8	4.6	9.6	2.0	-10.9
O=C(COc1cccc(NC(=O)c2ccco2)c1)c1ccc(F)cc1
  1.0	-4.2	-2.8	2.5	18.4	1.9	2.5	4.5	0.3
COCCCNc1oc(-c2ccccc2OC)nc1C#N
  -0.1	3.2	-2.8	-112.0	-13.3	5.5	-43.6	2.1	-10.1
COc1ccc(Cl)c(Cn2c(NCc3ccccn3)nc3c2c(=O)n(C)c(=O)n3C)c1
  -0.5	0.6	-3.2	-1.3	10.2	-23.3	-9.8	2.6	-0.2
CCOC(=O)c1c(NC(=O)CC)sc(C(C)=O)c1C
  -0.2	·	-2.1	·	-15.3	·	·	·	-3.1
Cc1nc(SCc2nc3ccccc3[nH]2)c2oc3ccccc3c2n1
  -0.1	-0.6	0.6	6.5	24.9	0.2	-28.6	10.0	2.0
NS(=O)(=O)c1cc2c(cc1Cl)NC(C1C[C@H]3C=C[C@@H]1C3)NS2(=O)=O (some centres not stated)
  0.6	-12.4	-1.5	13.8	-19.1	-6.5	30.7	1.2	-5.8
CCCN(CCC)C(=O)C1CCN(c2cc(C)nc3c(-c4ccc(OC)c(OC)c4)c(C)nn23)CC1
  1.1	-31.5	-0.8	-9.9	9.4	-12.9	10.2	10.1	-8.0
CC(C)(C)SCCNC(=O)COc1ccc(Cl)cc1
  1.6	13.0	-1.5	6.8	-11.5	4.2	18.0	7.3	-14.6
O=C(C1Cc2ccccc2CN1S(=O)(=O)c1ccc(F)cc1)N1CCCCC1 (configuration not stated)
  -3.0	6.7	-6.2	2.0	1.3	1.7	2.5	-0.5	5.9
CCOC(=O)c1sc(C(=O)OCC)c(OCCO)c1OCCO
  -3.9	-10.8	0.8	-2.1	-0.2	0.8	-22.4	1.1	-6.9
COc1ccc(-c2nnc3ccc(SCC(=O)N4CCCCC4)nn23)cc1OC
  1.4	-0.1	-3.3	·	14.8	-15.6	-31.9	2.9	-7.4
CC(=O)c1ccc(C(=O)Nc2ccc(N3CCOCC3)cc2)cc1
  -1.3	-2.2	8.9	-11.2	8.9	1.6	-11.4	33.2	-4.0
O=C(COC(=O)c1ccccc1Nc1ccccc1)NCc1ccco1
  -1.4	-0.1	1.1	17.1	-3.2	8.3	-2.9	-3.9	-2.3
CCC(Sc1nc2c(cnn2-c2ccccc2)c(=O)[nH]1)C(=O)OC (configuration not stated)
  -1.3	6.7	-0.1	0.3	1.8	3.4	8.3	28.3	-3.8
O=C(c1cccc(Cl)c1)N1CCN(c2ccccn2)CC1
  -0.3	2.9	-1.6	16.3	2.0	1.2	6.1	5.3	-13.2
C=CCn1c(SCC(=O)NCCOC)nc2scc(-c3ccco3)c2c1=O
  -1.4	2.9	-3.6	-2.8	29.4	-16.2	-3.5	5.8	-0.2
CCc1ccccc1NS(=O)(=O)c1ccc2[nH]cc(C(=O)NCc3ccco3)c(=O)c2c1
  -2.3	12.5	-5.4	0.3	28.0	5.5	12.1	9.0	30.7
Cc1ccc(-c2csc(/C(C#N)=C(\O)CN3CCN(C(=O)c4ccco4)CC3)n2)cc1
  0.2	-9.7	-4.6	-1.5	33.1	0.6	-8.4	2.4	12.8
O=C(CN1CCN(S(=O)(=O)c2ccc(Br)cc2)CC1)Nc1ccc2c(c1)OCO2
  -2.0	0.3	2.1	12.9	10.7	3.5	0.4	6.5	3.2
CCC(C)Nc1nc(-c2cccc(OC)c2O)nc2ccccc12 (configuration not stated)
  -0.2	·	-2.7	0.0	-15.2	·	·	·	-22.4
COc1ccc(C(=O)Nc2ccccc2N2CCOCC2)cc1Br
  1.2	·	3.3	-9.7	-10.1	·	·	·	3.7
O=S(=O)(c1ccc2c(c1)OCCO2)N1CCN(c2cccc(Cl)c2)CC1
  -0.9	-12.0	-0.6	·	-3.9	7.4	-44.4	-4.9	-1.3
O=C(O)C1CC1c1ccc(Br)cc1 (configuration not stated)
  1.2	9.7	-0.7	16.0	12.8	-10.4	13.3	5.3	-4.9
Cc1cc(C)c(S(=O)(=O)N2CCCCC2)c(C)c1-n1ncnn1
  3.6	9.3	-0.1	11.5	-1.9	18.9	5.8	2.0	-7.0
CCCSC1=C(C#N)C(c2ccccc2OCC)CC(=O)N1 (configuration not stated)
  0.3	6.1	0.3	0.6	15.7	-17.9	4.3	9.1	-4.9
O=C1C(c2ccncc2)N(CCC2=CCCCC2)C(=O)CN1C1CCCCC1 (configuration not stated)
  2.7	7.2	-0.3	·	29.6	13.1	0.1	-0.6	0.3
Cc1noc(/C=C/N(C)C)c1S(=O)(=O)N1CCCC(C(=O)Nc2ccc3c(c2)OCO3)C1 (configuration not stated)
  -4.3	7.5	0.9	·	5.7	3.4	-3.8	9.5	-8.1
CC(C)(C)NC(=O)C1CN(S(=O)(=O)c2ccccc2)CCN1S(=O)(=O)c1ccccc1 (configuration not stated)
  -4.1	7.9	-0.4	3.2	9.2	4.4	6.3	8.6	-8.2
O=C(O)C1C(c2ccccc2)C(C(=O)N2CCOCC2)C1c1ccccc1 (configuration not stated)
  2.6	2.1	1.1	·	-24.8	11.9	1.3	3.5	0.0
CC1CC(C)CN(CCCNC(=O)C2CCCN(c3nnc(N4CCCC4=O)s3)C2)C1 (configuration not stated)
  -1.6	-0.5	2.6	19.3	5.8	1.9	-7.0	-7.4	12.7
O=C(NCc1cccnc1)c1ccc(COc2ccccc2Br)o1
  -1.5	10.4	-5.6	20.9	1.6	-20.7	13.5	4.9	-8.9
NC(=O)CSc1nnnn1CC(CC(=O)O)c1ccccc1 (configuration not stated)
  2.6	·	-1.9	·	2.6	·	·	·	-10.3
